Compound activity: PubChem, University of Kansas High Throughput Screening Laboratory
Pf apPOL inh: Pf-apPOL DNA polymerase inhibition | AID 1794808 | actives 0.25% (n = 210,000) | Recombinant Pf-apPOL, molecular beacon fluorescence, 1.5 h | inhibition, % at 10 µM
mHTT CaM bind: inhibitors of human mutant huntingtin-calmodulin interaction; P42858; AID 1671202; inhibition, % at 15 µM; AlphaScreen His-mHTT/GST-CaM binding, luminescence; actives 3.6% (n = 190,000);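 further: 0% = both proteins with DMSO and 100% = one protein alone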
* hit, by the source's call; & = joins results of further samples. No stated cut-off is given here; in the data, active means inhibition above about 50%; inactive means the rest. The list is partial; the hit share may differ from the screen's.

How did Cc1ccccc1C1C2=C(CC(C)(C)CC2=O)Nc2nc(C(F)(F)F)nn21 (stereo not given) do in these assays?
Pf apPOL inh: -4; mHTT CaM bind: -5

What do the screens show for `COc1cc(OC)c(OC)cc1/C=C1/N=C(c2ccc(OC)c(OC)c2)OC1=O`?
Pf apPOL inh: -4; mHTT CaM bind: 2

What do the screens show for `O=C(Nc1cccn2cnnc12)NC1CCCCC1`?
Pf apPOL inh: -2; mHTT CaM bind: -3

How did Cn1ncc(N=Cc2cccc([N+](=O)[O-])c2)c1C(=O)N1CCOCC1 do in these assays?
Pf apPOL inh: 0; mHTT CaM bind: 4

Results for O=[N+]([O-])c1ccccc1S(=O)(=O)NCCc1ccccc1 ?
Pf apPOL inh: -2; mHTT CaM bind: 4

Results for COc1ccccc1C(=O)Nc1c2c(nn1-c1cccc(C)c1C)CS(=O)C2 (stereo not given) ?
Pf apPOL inh: -3; mHTT CaM bind: 4

What do the screens show for `Fc1ccc(C2=CC(c3ccccc3)n3nnnc3N2)cc1` (stereo not given)?
Pf apPOL inh: 0; mHTT CaM bind: 1

What do the screens show for `COc1ccccc1-n1nc(C(=O)NC2CCCCCC2)c2ccccc2c1=O`?
Pf apPOL inh: 6; mHTT CaM bind: 23

What do the screens show for `COc1ccc([N+](=O)[O-])cc1N=Cc1cc(OC)c(OC)c(OC)c1`?
Pf apPOL inh: -7; mHTT CaM bind: -1

What do the screens show for `Cc1cccc(-n2nc3c(c2NC(=O)Cc2ccccc2)CS(=O)(=O)C3)c1C`?
Pf apPOL inh: -4; mHTT CaM bind: -1

How did O=C(CN1CCN(c2ccc([N+](=O)[O-])cc2)CC1)Nc1ccc(Br)cc1 do in these assays?
Pf apPOL inh: -11; mHTT CaM bind: -6

What do the screens show for `O=C(CN1C(=O)CCC1=O)Nc1nnc(-c2ccc(OC(F)(F)F)cc2)o1`?
Pf apPOL inh: -16; mHTT CaM bind: -12

How did CCOC(=O)Nc1ccc(S(=O)(=O)Nc2ncccn2)cc1 do in these assays?
Pf apPOL inh: -4; mHTT CaM bind: -4

How did Fc1ccccc1-c1nnc2n1N=C(c1ccc3c(c1)OCO3)CS2 do in these assays?
mHTT CaM bind: -4

Results for COc1ccc(C(=O)C[n+]2cc(Br)cc3ccccc32)cc1[N+](=O)[O-] ?
Pf apPOL inh: 0; mHTT CaM bind: 44

What do the screens show for `CCOC(=O)c1ccc2c(c1)CCC(=Cc1ccc(Cl)cc1Cl)C2=O`?
Pf apPOL inh: -2

Results for Cc1ccc(NC(=O)c2ccc(N3CCOCC3)c([N+](=O)[O-])c2)cc1 ?
Pf apPOL inh: 0; mHTT CaM bind: 25

What do the screens show for `O=C(CCC1CCCN(C(=O)Nc2ccc(F)cc2)C1)NCc1ccc(F)cc1Cl` (stereo not given)?
Pf apPOL inh: -5; mHTT CaM bind: -5

How did CCCc1nnc(NC(=O)CN2C(=O)CCC2=O)s1 do in these assays?
Pf apPOL inh: 4; mHTT CaM bind: -5

Results for Cc1cc(C)cc(-n2cnc3cc(C(=O)NCc4cccnc4)ccc32)c1 ?
Pf apPOL inh: 32; mHTT CaM bind: 29

How did N#C/C(=C\c1cccc(Br)c1)c1nc(-c2cccc([N+](=O)[O-])c2)cs1 do in these assays?
Pf apPOL inh: -1; mHTT CaM bind: 1

How did Cc1cc2c(NC(=O)CSCC(=O)O)cccc2nn1 do in these assays?
Pf apPOL inh: 1

What do the screens show for `CCOc1ccccc1C(=O)NCc1cc(-c2ccco2)on1`?
Pf apPOL inh: -7; mHTT CaM bind: -14

What do the screens show for `Clc1cccc(CN2CCCCCC2)c1`?
Pf apPOL inh: -10; mHTT CaM bind: -2

Results for NC(N)=Nc1nc2ccccc2[nH]1 ?
Pf apPOL inh: -4&-9; mHTT CaM bind: -4

Results for COc1ccc(-n2nc3c(c2NC(=O)CC(C)C)CS(=O)(=O)C3)cc1 ?
Pf apPOL inh: -2; mHTT CaM bind: 1

Results for Cc1cccc(NC(=O)c2cc3c([nH]c4ccccc43)c(C)n2)c1C ?
Pf apPOL inh: 10; mHTT CaM bind: 0

How did Cn1ccc2c(ccn2CC(=O)Nc2cc(F)ccc2F)c1=O do in these assays?
Pf apPOL inh: 1; mHTT CaM bind: 2

How did CCOC(=O)NCCS(=O)(=O)N1CCN(c2ccc(OC)cc2)CC1 do in these assays?
Pf apPOL inh: -4; mHTT CaM bind: 1

What do the screens show for `COc1ccc(OC)c(C=CC(=O)NCC(C)C)c1`?
Pf apPOL inh: -4; mHTT CaM bind: -7

Results for COC(=O)c1ccc(N2CCN(C(C)C)CC2)c(NC(=O)c2ccc(C)cc2)c1 ?
Pf apPOL inh: -1; mHTT CaM bind: -6

What do the screens show for `O=C(c1cc(-c2cccs2)[nH]n1)N1CCc2c(nc(-c3ccccc3)[nH]c2=O)C1`?
Pf apPOL inh: -6; mHTT CaM bind: 8

How did COc1cc(-c2c(C#N)c(N)nc(SCC(N)=O)c2C#N)cc(OC)c1OC do in these assays?
Pf apPOL inh: -8; mHTT CaM bind: -4

What do the screens show for `CCOc1ccc(OCCn2ccnc2)cc1`?
Pf apPOL inh: -1; mHTT CaM bind: -3

How did O=C(COc1ccccc1Cl)Nc1ccc(N2CCN(C(=O)c3ccccc3)CC2)cc1 do in these assays?
Pf apPOL inh: 7; mHTT CaM bind: 4

How did O=[N+]([O-])c1cccc(COC2=NS(=O)(=O)c3ccccc32)c1 do in these assays?
Pf apPOL inh: -8; mHTT CaM bind: 0

Results for COCCNC(=O)C1CCc2sc(C(=O)N(C)C)cc2C1 (stereo not given) ?
Pf apPOL inh: -4; mHTT CaM bind: 1

What do the screens show for `COc1ncc(C(=O)N2CCN(c3ccccc3C)CC2)cn1`?
Pf apPOL inh: -1; mHTT CaM bind: 0

How did COc1ccc(C2SCC(=O)N2Cc2ccccc2)cc1 (stereo not given) do in these assays?
Pf apPOL inh: 36; mHTT CaM bind: -8

How did CCCCC(=O)Nc1ccc(NC(=O)c2ccc(OC)cc2)cc1OC do in these assays?
Pf apPOL inh: 4; mHTT CaM bind: -3

Results for Cc1ccccc1NS(=O)(=O)c1ccccc1[N+](=O)[O-] ?
Pf apPOL inh: 0; mHTT CaM bind: 7

Results for COC(=O)Cc1ccccc1Sc1ccccc1[N+](=O)[O-] ?
Pf apPOL inh: -2

How did O=C1C(=Cc2ccc3c(c2)OCO3)CCCc2ccccc21 do in these assays?
Pf apPOL inh: -4

What do the screens show for `COc1ccc(C(=O)Oc2ccc3c(c2)OC(=Cc2ccco2)C3=O)cc1`?
Pf apPOL inh: -1; mHTT CaM bind: 2

Results for Cc1cccc(N=Cc2cc3c(cc2[N+](=O)[O-])OCO3)c1C ?
Pf apPOL inh: 0; mHTT CaM bind: 89*

Results for O=C(C=Cc1ccco1)C1=C(O)c2ccccc2C1=O ?
Pf apPOL inh: 26; mHTT CaM bind: 13

How did O=C(Nc1ccc([N+](=O)[O-])cc1)c1cccnc1Cl do in these assays?
Pf apPOL inh: -2; mHTT CaM bind: 4

How did CCOc1ccc(-n2c(=O)c3sccc3n(CC(=O)Nc3ccc(F)cc3)c2=O)cc1 do in these assays?
Pf apPOL inh: -2; mHTT CaM bind: 8

Results for O=C(NC1CCCc2ccccc21)c1cc2n(n1)CCCN(Cc1cccc(F)c1)C2=O (stereo not given) ?
Pf apPOL inh: 0; mHTT CaM bind: 1

How did CCN1C(=O)CCC2(CN(C)C(=O)c3ccnn3CC)CCCC12 (stereo not given) do in these assays?
Pf apPOL inh: -3; mHTT CaM bind: -9

Reprinted at random: 2 records from the list.
How did Cc1cc2c(NC(=O)CSCC(=O)O)cccc2nn1 do in these assays?
Pf apPOL inh: 1

How did CCN1C(=O)CCC2(CN(C)C(=O)c3ccnn3CC)CCCC12 (stereo not given) do in these assays?
Pf apPOL inh: -3; mHTT CaM bind: -9

(next part)
Results for O=C1C(=O)N(CN2CCN(c3cccc(C(F)(F)F)c3)CC2)c2ccccc21 ?
Pf apPOL inh: -2; mHTT CaM bind: -3

Results for Cc1ccc(CNC(=O)CCC(=O)N2CCCn3nc(C)cc32)cc1 ?
Pf apPOL inh: 1; mHTT CaM bind: 2

How did CCOc1cccc(CN2CCCC2c2cc(C)no2)c1O (stereo not given) do in these assays?
Pf apPOL inh: 4; mHTT CaM bind: -1

What do the screens show for `Cn1cc(CC(=O)NCc2cccc(F)c2)c2cccnc21`?
Pf apPOL inh: 2; mHTT CaM bind: -10

Results for Cc1ccc(-c2cn(-c3cc(C)cc(C)c3)c(=O)[nH]2)cc1 ?
Pf apPOL inh: -2; mHTT CaM bind: 18

How did O=C(Nc1ccc(Cl)cc1)C1CCN(c2ncnc3c2sc2ncccc23)CC1 do in these assays?
Pf apPOL inh: 5; mHTT CaM bind: 1

What do the screens show for `COc1ccccc1C(=O)N1CCC(COc2ccccc2C(=O)NC(C)C)CC1`?
Pf apPOL inh: 49; mHTT CaM bind: 3

How did C#CC(C=CC)OC(=O)c1ccccc1C(=O)O (stereo not given) do in these assays?
Pf apPOL inh: 53*

What do the screens show for `COc1cccc(CNC(=O)c2cc3n(n2)CCCN(Cc2ccc(Cl)cc2)C3=O)c1`?
Pf apPOL inh: 25; mHTT CaM bind: 7

How did Cn1c(C2CCN(Cc3cccc(C(F)(F)F)c3)C2)nc2cccnc21 (stereo not given) do in these assays?
Pf apPOL inh: -9; mHTT CaM bind: 5

Results for COc1ccc(NC(=O)c2cccnc2N2CCNC(c3ccccc3)C2)cc1 (stereo not given) ?
Pf apPOL inh: 5; mHTT CaM bind: 0

What do the screens show for `CCCN1C(=O)Cc2ccccc2C1C(=O)NCc1cccc(F)c1` (stereo not given)?
Pf apPOL inh: -5; mHTT CaM bind: -3

Results for Cc1cc(C2CCCN2C(=O)Nc2ccccc2Br)on1 (stereo not given) ?
Pf apPOL inh: -4; mHTT CaM bind: 3

What do the screens show for `COc1cc(O)c(C(CC(=O)N2CCN(c3ccccc3)CC2)c2cc(OC)c(OC)c(OC)c2)c(OC)c1` (stereo not given)?
Pf apPOL inh: -4; mHTT CaM bind: 38

What do the screens show for `Cc1ccc(C(=O)N2CCC(COc3ccc(C(=O)N4CCOCC4)cc3)CC2)c(C)c1`?
Pf apPOL inh: -1; mHTT CaM bind: 19

Results for Cc1nc(-c2cccs2)c(CCC(=O)Nc2nccs2)s1 ?
Pf apPOL inh: -1; mHTT CaM bind: -13

What do the screens show for `Cc1nc(Cn2cccc2C(=O)Nc2ccc(Cl)cc2)no1`?
Pf apPOL inh: -12; mHTT CaM bind: 1

What do the screens show for `O=S(=O)(c1ccc2c(c1)OCCO2)N1CCCCC1`?
Pf apPOL inh: 3; mHTT CaM bind: -10&-5

How did CC1=NN(C(=O)c2sc3cccc(Cl)c3c2Cl)C(O)(C(F)F)C1 (stereo not given) do in these assays?
Pf apPOL inh: -5; mHTT CaM bind: 3

What do the screens show for `Cc1nn(C)c(C(=O)Sc2cccc(C(F)(F)F)c2)c1[N+](=O)[O-]`?
Pf apPOL inh: -8

Results for O=C(NC(c1ccccc1)c1ccc2cccnc2c1O)c1ccccc1 (stereo not given) ?
Pf apPOL inh: 2; mHTT CaM bind: 100*

How did COc1ccc(C2C(C#N)=C(N)Oc3n[nH]c(-c4ccccn4)c32)c(OC)c1OC (stereo not given) do in these assays?
Pf apPOL inh: -3; mHTT CaM bind: 34

What do the screens show for `COc1ccc(-c2c(C(=O)O)nc3ccccc3c2C(=O)O)cc1`?
Pf apPOL inh: -7; mHTT CaM bind: -8

How did OC(COc1ccccc1Br)CN1CCCCC1 (stereo not given) do in these assays?
Pf apPOL inh: -9; mHTT CaM bind: -12

Results for CCOc1ccc(N2CC(c3nnc(NC(=O)CC4CCCCC4)o3)CC2=O)cc1 (stereo not given) ?
Pf apPOL inh: -9; mHTT CaM bind: 3

How did Cc1ccccc1NC(=O)c1cc2c(CO)cnc(C)c2oc1=N do in these assays?
Pf apPOL inh: -2; mHTT CaM bind: 6

Results for CC(NCC(O)COc1ccc(Br)cc1)c1ccccc1 (stereo not given) ?
Pf apPOL inh: -1; mHTT CaM bind: 6

How did Cn1nc(-c2nc(Cc3ccccc3)no2)c2c1CCN(C(=O)NC1CCCC1)C2 do in these assays?
Pf apPOL inh: -1; mHTT CaM bind: 29

How did COc1ccc(OC)c(CN(C)CCN(C)C)c1 do in these assays?
Pf apPOL inh: 3; mHTT CaM bind: -4

Results for CCCSc1ccc2nc(NC(C)=O)[nH]c2c1 ?
Pf apPOL inh: -1

Among those listed so far, these contain a nitro group on carbon:
How did Cn1ncc(N=Cc2cccc([N+](=O)[O-])c2)c1C(=O)N1CCOCC1 do in these assays?
Pf apPOL inh: 0; mHTT CaM bind: 4

Results for O=[N+]([O-])c1ccccc1S(=O)(=O)NCCc1ccccc1 ?
Pf apPOL inh: -2; mHTT CaM bind: 4

What do the screens show for `COc1ccc([N+](=O)[O-])cc1N=Cc1cc(OC)c(OC)c(OC)c1`?
Pf apPOL inh: -7; mHTT CaM bind: -1

How did O=C(CN1CCN(c2ccc([N+](=O)[O-])cc2)CC1)Nc1ccc(Br)cc1 do in these assays?
Pf apPOL inh: -11; mHTT CaM bind: -6

Results for COc1ccc(C(=O)C[n+]2cc(Br)cc3ccccc32)cc1[N+](=O)[O-] ?
Pf apPOL inh: 0; mHTT CaM bind: 44

Results for Cc1ccc(NC(=O)c2ccc(N3CCOCC3)c([N+](=O)[O-])c2)cc1 ?
Pf apPOL inh: 0; mHTT CaM bind: 25

How did N#C/C(=C\c1cccc(Br)c1)c1nc(-c2cccc([N+](=O)[O-])c2)cs1 do in these assays?
Pf apPOL inh: -1; mHTT CaM bind: 1

How did O=[N+]([O-])c1cccc(COC2=NS(=O)(=O)c3ccccc32)c1 do in these assays?
Pf apPOL inh: -8; mHTT CaM bind: 0

Results for Cc1ccccc1NS(=O)(=O)c1ccccc1[N+](=O)[O-] ?
Pf apPOL inh: 0; mHTT CaM bind: 7

Results for COC(=O)Cc1ccccc1Sc1ccccc1[N+](=O)[O-] ?
Pf apPOL inh: -2

Results for Cc1cccc(N=Cc2cc3c(cc2[N+](=O)[O-])OCO3)c1C ?
Pf apPOL inh: 0; mHTT CaM bind: 89*

How did O=C(Nc1ccc([N+](=O)[O-])cc1)c1cccnc1Cl do in these assays?
Pf apPOL inh: -2; mHTT CaM bind: 4

What do the screens show for `Cc1nn(C)c(C(=O)Sc2cccc(C(F)(F)F)c2)c1[N+](=O)[O-]`?
Pf apPOL inh: -8
